# ROC1-CUL1 inh – blocks human RBX1-Cullin-1 di-ubiquitin formation; P62877+Q13616; in vitro K48 di-Ub FRET, acceptor:donor ratio, 45 min; inhibition, % at 10 µM; 0.6% of 140,000 active; in the data active means inhibition above about 25%
# Target sequence (P62877 whole entry, looked up): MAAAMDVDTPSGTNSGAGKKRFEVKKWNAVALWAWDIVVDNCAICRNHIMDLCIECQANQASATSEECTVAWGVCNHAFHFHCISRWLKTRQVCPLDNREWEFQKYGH
# Target sequence (Q13616 whole entry, looked up): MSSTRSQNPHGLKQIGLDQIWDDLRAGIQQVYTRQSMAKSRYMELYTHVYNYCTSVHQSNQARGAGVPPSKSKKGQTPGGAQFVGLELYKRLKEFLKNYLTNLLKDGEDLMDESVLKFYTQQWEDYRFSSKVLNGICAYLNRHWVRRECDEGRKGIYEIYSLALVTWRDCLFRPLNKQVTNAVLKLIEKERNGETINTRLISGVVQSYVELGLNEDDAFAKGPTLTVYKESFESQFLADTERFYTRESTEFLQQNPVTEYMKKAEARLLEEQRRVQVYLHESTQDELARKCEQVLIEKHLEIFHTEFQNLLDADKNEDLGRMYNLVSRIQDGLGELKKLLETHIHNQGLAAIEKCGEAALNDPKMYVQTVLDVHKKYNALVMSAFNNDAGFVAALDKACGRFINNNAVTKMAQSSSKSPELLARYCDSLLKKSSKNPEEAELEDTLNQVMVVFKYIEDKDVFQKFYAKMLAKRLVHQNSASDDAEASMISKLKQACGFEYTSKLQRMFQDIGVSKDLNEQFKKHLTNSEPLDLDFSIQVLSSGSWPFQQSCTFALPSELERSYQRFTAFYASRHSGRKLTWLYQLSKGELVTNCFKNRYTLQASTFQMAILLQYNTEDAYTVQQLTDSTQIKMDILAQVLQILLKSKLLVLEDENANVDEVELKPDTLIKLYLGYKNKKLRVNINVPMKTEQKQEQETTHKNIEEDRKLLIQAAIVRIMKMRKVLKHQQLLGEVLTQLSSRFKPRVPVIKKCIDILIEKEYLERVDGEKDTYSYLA
# * hit, by the source's call. These rows are one share of the data, so the mix of outcomes need not match the whole.
ROC1-CUL1 inh,structure
1.0,Cn1c(-c2ccccc2)cc(=O)c2ccccc21
4.1,Cc1occc1C(=O)Nc1cnn(CC(=O)N2CCc3c([nH]c4ccccc34)C2C(C)C)c1 (stereo not given)
-1.7,Cc1[nH]c2ccccc2c1/C=N/NC(=O)CNC(=O)c1ccccc1Cl
-10.9,Cc1ccc(OCCSc2nc3ccc(NC(=O)c4cccs4)cc3s2)cc1
11.6,Cc1ccc(-n2nc3ccc(NC(=O)c4oc5ccc(C)cc5c4C)cc3n2)cc1
-5.3,CC(C(=O)Nc1cc(Cl)ccc1Oc1ccccc1)N(c1ccccc1)S(C)(=O)=O (stereo not given)
10.4,COc1ccccc1NC(=O)c1ccccc1NC(=O)c1ccccc1
-10.0,CCOC(=O)c1c(C)oc2nc(C)nc(NCc3ccccc3OCC)c12
10.8,CCOc1cc(Br)c(/C=c2/sc3nc4ccccc4n3c2=O)cc1OC
-8.7,CCc1c(C)nc2nncn2c1Nc1cccc(C)c1
4.5,COc1ccc(C2C3=C(CC(C)(C)CC3=O)N(c3ccc(Cl)cc3[N+](=O)[O-])C(=N)C2C#N)cc1COc1ccc(Cl)cc1 (stereo not given)
-6.7,Cc1ccc(-n2c(SCC#N)nnc2-c2cccc(C)c2)cc1
-5.3,COc1ccc(C2CC(C(F)(F)F)n3nc(C(=O)Nc4c(C)nn(Cc5ccccc5Cl)c4C)cc3N2)cc1OC (stereo not given)
-7.1,Cc1ccc(C(=O)NC(=S)Nc2c(Br)cc(Br)cc2Br)cc1
-10.8,CC(C)Oc1ccc(C(=O)Nc2ccc(Cl)cc2)cc1
4.6,C=C(C)Cn1c(=O)c2c(nc3n2CCCN3c2ccccc2)n(C)c1=O
-2.4,COC(=O)C1=C(C)N(C)C(=O)NC1c1c(C)cc(C)cc1C (stereo not given)
9.2,CC(=O)c1cccc(NC(=O)Cn2cc(C(=O)c3cccc(Cl)c3)c(=O)c3ccc(C)nc32)c1
5.3,CC(=O)N1c2ccccc2CCc2c1cc([N+](=O)[O-])cc2[N+](=O)[O-]
5.2,CN(CC1CCCN(CCc2ccc(Cl)cc2)C1)C(=O)c1cnsn1 (stereo not given)
-7.7,CCC(=O)NC(=S)Nc1cccc(C(C)=O)c1
3.1,Cc1nc2cc(-c3ccc(Br)cc3)nn2c(N)c1-c1ccccc1
-8.0,COc1ccc(/C=C/C(=O)c2nc3ccccc3n2C)cc1OC
-1.8,COc1ccccc1N1CCN(C(=O)c2cc3c(=O)n(C)c4ccccc4c3s2)CC1
4.5,O=C(Oc1cccc(N2C(=O)c3ccccc3C2=O)c1)c1ccccc1Cl
-2.8,COc1ccc(-c2noc(CN(C(=O)c3ccc(C)cc3C)C(C)C)n2)cc1
-1.1,CCn1c(=O)c2sccc2n2c(CCCC(=O)N3CCN(c4cc(Cl)ccc4C)CC3)nnc12
5.9,O=C(Nc1ccccc1OC(F)(F)C(F)C(F)(F)F)Nc1cccc2ccccc12 (stereo not given)
-0.6,Cc1ccc(C)c(S(=O)(=O)NCc2ccc(C(=O)N3CCN(c4ccccc4F)CC3)cc2)c1
-4.0,CN1C2C=C3C(C#N)C(=N)C(C#N)(C#N)C(c4ccsc4)C3C1CC2 (stereo not given)
1.3,O=C(Nc1ccc(Cl)cc1C(=O)N1CCCCC1CCO)c1ccc(Cl)cc1Cl (stereo not given)
-8.2,O=C(CCC1CCCC1)Nc1cccc(C(=O)O)c1
-7.4,O=c1[nH]c(-c2cccc(Cl)c2)nc2ccccc12
2.9,N#CCc1nccc2sc3ccccc3c12
4.1,CCC1=NC(=O)C(C#N)=C2CC(C)(C)SCC12 (stereo not given)
-4.5,COC(=O)N/N=C(/C)c1ccc(NC(=O)C2CCCCC2)cc1
-3.5,CN1CCN(Cc2cn[nH]c2-c2ccc3c(c2)OCO3)CC1c1ccccc1 (stereo not given)
-0.3,CCOc1ccc(Nc2c(S(=O)(=O)c3ccc(C)cc3)cnc3cc(OC)c(OC)cc23)cc1
-2.0,Cc1ccc(Cl)cc1N1CCN(S(=O)(=O)c2ccc3[nH]c4c(c3c2)CCCC4)CC1
-17.9,CCOC(=O)c1ccc(Oc2nc(OC)nc(N(C)C)n2)cc1
5.4,Cn1cc(C(=O)NCc2ccccc2Cl)c(=O)c2cc(S(=O)(=O)N3CCCCCC3)ccc21
1.3,O=C(Cn1c(=O)n(Cc2ccco2)c(=O)c2ccccc21)Nc1ccc(Cl)cc1Cl
-2.5,CCOc1cc2sc(N3CCC(C(=O)Nc4ccc(CC)cc4)CC3)nc2cc1Br
-6.3,CC(C)(C)c1ccc([N+](=O)[O-])c(N)c1
1.6,COc1cccc(-c2noc3c2CN(C(C)CO)CC3)c1 (stereo not given)
-3.1,CCOc1cc(CNC(CC)CO)c(Cl)cc1OCC(N)=O (stereo not given)
3.8,O=C1CCCN1c1ccc(S(=O)(=O)NCCC2=CCCCC2)cc1
1.1,O=C(NCCc1cn2cccnc2n1)c1coc(COc2cccc(F)c2F)n1
3.9,COc1ccc(-n2c(=O)c3sc4ccccc4c3n(CC(=O)Nc3cccc(C)c3)c2=O)cc1
-3.6,CCn1c(Cc2ccccc2)nnc1SCc1ccc2ccccc2c1
1.0,O=C(COC(=O)c1cccc(Br)c1)c1ccc(Cl)c(Cl)c1
-2.4,Cc1ccc(OC(=O)c2cccc(Cl)c2)cc1C
-9.7,CCOC(=O)c1cc(-c2ccc(C)cc2)nn1Cc1ccccc1
2.7,Cc1ccccc1C(=O)Nc1ccc2nc(SCCOc3ccccc3)sc2c1
16.6,COc1ccc(/C=C2\C(=O)N(CCc3ccccc3)C(=O)N(C(C)C)C2=O)cc1
6.4,CCC(=O)N[C@@H]1c2ccccc2C2(CCN(C(=O)c3ccc(C)cc3)CC2)[C@H]1OCc1cccnc1
1.8,Nc1nc(-c2ccccc2)[nH]c(=O)c1N
-5.4,CC(=O)c1c(C)cc2n1CCn1c(C)ccc1-2
22.9,CCOc1cc(C2C(C(=O)c3cc4ccccc4o3)C(=O)C(=O)N2c2nnc(SCc3cccc4ccccc34)s2)ccc1O (stereo not given)
1.0,COc1cc(OC)c(C2Nc3ccccc3N=C3CC(c4cc(OC)c(OC)c(OC)c4)CC(=O)C32)cc1OC (stereo not given)

# (continued)
ROC1-CUL1 inh,structure
4.4,CCOC(=O)C1CCN(C(=O)COc2ccc(Br)c(C)c2)CC1
14.1,O=C(NCc1ccco1)N1CCC(Cn2cc(C3CCCC3)nn2)CC1
-3.6,CCC(Oc1ccccc1C)C(=O)N1CCN(c2ccccc2)CC1 (stereo not given)
-4.2,CCOc1ccc(-n2c(Sc3c(N)c4c5c(sc4[nH]c3=O)CCC5)nnc2-c2nn(C)c(C)c2Cl)cc1
12.4,Cc1ccc(N(CC(=O)N/N=C/c2c(Cl)cccc2Cl)S(=O)(=O)c2ccccc2)cc1
4.3,Cc1c(C(=O)O)oc2c1-c1nn(Cc3ccc(Cl)cc3)cc1CC2
-1.1,CC(=O)c1ccc(C(=O)N2CCC(CCC(=O)NCc3cccnc3)CC2)s1
1.7,COCCN1C(=O)CC(CC(=O)N2CCCC(c3ccccc3)CC2)(c2cccc(OC)c2)C1=O (stereo not given)
2.7,O=C(C1CCOCC1)N1CCCC(CCc2cccc(C(F)(F)F)c2)C1 (stereo not given)
1.6,O=C(Nc1cccc(CN2CCOCC2)c1)c1ccc(COc2cc(Cl)ccc2Cl)cc1
-1.7,O=C1/C(=C/c2ccco2)C(c2ccccc2)Oc2ccccc21 (stereo not given)
-5.4,COc1cc(/C=C/C(=O)c2ccc(O)cc2)ccc1OCc1ccccc1
6.2,O=C(Cc1ccc(Br)cc1)Nc1cccc(C(F)(F)F)c1
4.4,COc1cccc(CNC(=O)CCC(=O)N2Cc3cccc(OC)c3Oc3ncccc32)c1OC
4.4,Cc1ccc2nc(COc3cccc(NC(=O)c4ccccc4Cl)c3)cc(=O)n2c1
-7.8,Cc1ccc2c(c1)N(CCC(=O)NCc1ccc(F)cc1)C(=O)CO2
1.9,Cc1ccc(NC(=O)CN(C)S(=O)(=O)c2cccc3cccnc23)cc1F
9.6,CCN(CC1CCN(C2CCN(C)CC2)CC1)C(=O)c1cccc(C(=O)OC)c1
-3.1,Cc1ccsc1CN1CCc2nc(Nc3ccccc3)ncc2C1
0.9,Cc1cc2nn(-c3ccccc3)nc2cc1NC(=O)COc1ccc(Cl)cc1
-5.6,CCCC(=O)N1c2ccccc2-c2nnc(SC)nc2OC1c1c(C)nn(-c2ccccc2)c1Cl (stereo not given)
11.1,Cc1ccccc1CN1C(=O)C(O)(CC(=O)c2cccc(Br)c2)c2ccccc21 (stereo not given)
-2.7,Cc1ccccc1C(=O)Nc1ccnn1C1CCN(Cc2ccc(CO)o2)CC1
5.2,Cc1ccccc1Oc1cc(-n2ncc(C(N)=O)c2N)ncn1
2.2,Cc1c(-c2c(C#N)c(N)nc3c2CCCCCC3)cnn1C
-5.8,COC(=O)c1ccc(N)c(N=CC2C(=O)CC(C)(C)CC2=O)c1
-4.3,CC(=O)Nc1ccc(C(=O)CSc2nnc(-c3ccncc3)o2)cc1
-0.6,FC(F)(F)c1cccc(Nc2c3c(nc4ccc(Cl)cc24)CCC3)c1
13.9,CC(C)c1noc(CN(C)c2ccc(-c3nc(C(C)C)no3)cn2)n1
-4.8,Cc1nc(N2CCCC2)ncc1C(=O)Nc1ccccc1
13.5,O=C(C1CCN(Cc2nc(-c3ccc(Cl)cc3)no2)CC1)N1CCCC1
3.7,N#Cc1c2c(c(-c3cccc(C(F)(F)F)c3)[nH]c1=S)CCCC2
4.1,O=C(NCCc1ccccc1)c1ccccc1S(=O)O
-3.4,CC1(C)CON(Cc2cc(N)ccc2Cl)C1=O
-3.5,CCOC(=O)c1c(NC(=O)CSc2cn(CCNC(=O)c3ccc(OC)c(OC)c3)c3ccccc23)sc2c1CCCC2
-1.0,O=C1CC(c2ccc(Br)cc2)c2c(ccc3ccccc23)N1 (stereo not given)
6.1,CCOc1ccc(CCNC(=O)c2ccc(C(=O)c3cc(OC)ccc3OC)cc2)cc1OCC
-8.6,Cc1ccc(CNC(=O)CSCc2ccccc2C)cc1
1.0,O=C(C1CC1)N1CCOc2c(cc(-c3csc4ccccc34)cc2OC2CCOC2)C1 (stereo not given)
5.1,CC1C(=O)NC(=O)N1c1nc(N(C)C)nc(N(C)C)n1 (stereo not given)
4.8,CCOc1cc(C2Nc3ccccc3C(=O)N2c2cccc3ccccc23)ccc1O (stereo not given)
1.8,COc1ccc(CN2C(=O)c3ccccc3C2=O)c(C)n1
-6.1,CCS(=O)(=O)c1ncc(CN(C)C2CCOCC2)n1Cc1ccccc1
-6.4,CCCc1cc(CNC(=O)c2ccc(N3CCCC(O)C3)nc2)on1 (stereo not given)
7.1,COc1ccc(C(=O)CSc2nsc(SCC(=O)c3ccc(OC)cc3)c2C#N)cc1
-4.2,O=C(Nc1ccc(F)cc1)Nc1nccs1
15.6,CCOC(=O)c1c(CN2CCOCC2)n(C)c2cc(Br)c(OC(C)=O)cc12
7.3,N#Cc1c(N)nc2[nH]c(=O)[nH]c(=O)c2c1C#N
4.7,CCOc1cccc2cc(C(N)=O)c(=Nc3ccccc3F)oc12
1.8,COCCn1c(-c2ccccn2)nc2cc(NC(C)=O)cc(C(=O)NCC3CC4C=CC3C43CC3)c21 (stereo not given)
1.3,CC1CCc2cc(F)ccc2N1C(=O)c1csc2ccccc12 (stereo not given)
5.9,COc1ccc(NC(=O)C(Cc2ccc(OC)c(OC)c2)=NC(=O)c2ccc(C)cc2)cc1
2.3,CC(=O)N1C(=O)C(C)(C)c2ccccc21
8.0,O=C(CSc1cnn(-c2ccccc2)c(=O)c1Cl)c1ccc(Br)cc1
1.2,COc1cc(CN2Cc3cc(Cl)ccc3OC(C)C2)cc2c1OCO2 (stereo not given)
-2.5,Nc1c(C(=O)Nc2cccc(Cl)c2)sc2ncccc12
5.3,COc1ccc(S(=O)(=O)NCC2CCCN(C3CCSCC3)C2)cc1 (stereo not given)
0.9,CS(=O)(=O)N(CC(=O)N1CCc2ccccc2C1)c1ccccc1F
7.5,c1ccc(-c2noc(CSc3nnc(-c4cccs4)n3-c3ccccc3)n2)cc1
4.5,COc1ccc(S(=O)(=O)Oc2ccccc2C(=O)Nc2ccccc2)cc1

# (next part)
ROC1-CUL1 inh,structure
1.0,CCOc1ccc2nc(N3CCCC(C(=O)N(CC)CCn4cccn4)C3)nc(C)c2c1 (stereo not given)
-7.1,Cc1ccc(Cn2c(CNS(=O)(=O)c3c(C)cc(C)cc3C)nc3cccnc32)cc1
7.1,COc1cnn(-c2cccc(C(F)(F)F)c2)c(=O)c1Cl
-12.0,Cc1ccc(C2=NN=C(c3ccc(C)cc3)CC(c3ccc(Cl)cc3)=C2)cc1
-8.6,Cc1ccc(NC(=O)CCCc2nnc3n(C)c(=O)c4sccc4n23)cc1F
-10.7,CN(C)c1ccc(CNC(=O)C2CCCN(S(=O)(=O)c3ccc4c(c3)oc(=O)n4C)C2)cc1 (stereo not given)
-2.3,COc1ccc(CC(=NC(=O)c2ccccc2)C(=O)Nc2ccc(F)cc2)cc1OC
-7.3,O=C(CC12CC3CC(CC(C3)C1)C2)Nc1cccnc1Cl

# Individual results from the results shown:
# `CN(CC1CCCN(CCc2ccc(Cl)cc2)C1)C(=O)c1cnsn1` (stereo not given) | ROC1-CUL1 inh: 5.2
# `CC1(C)CON(Cc2cc(N)ccc2Cl)C1=O` | ROC1-CUL1 inh: -3.4

# In the list so far, 9 have an NH in an aromatic ring:
ROC1-CUL1 inh,structure
4.1,Cc1occc1C(=O)Nc1cnn(CC(=O)N2CCc3c([nH]c4ccccc34)C2C(C)C)c1 (stereo not given)
-1.7,Cc1[nH]c2ccccc2c1/C=N/NC(=O)CNC(=O)c1ccccc1Cl
-7.4,O=c1[nH]c(-c2cccc(Cl)c2)nc2ccccc12
-3.5,CN1CCN(Cc2cn[nH]c2-c2ccc3c(c2)OCO3)CC1c1ccccc1 (stereo not given)
-2.0,Cc1ccc(Cl)cc1N1CCN(S(=O)(=O)c2ccc3[nH]c4c(c3c2)CCCC4)CC1
1.8,Nc1nc(-c2ccccc2)[nH]c(=O)c1N
-4.2,CCOc1ccc(-n2c(Sc3c(N)c4c5c(sc4[nH]c3=O)CCC5)nnc2-c2nn(C)c(C)c2Cl)cc1
3.7,N#Cc1c2c(c(-c3cccc(C(F)(F)F)c3)[nH]c1=S)CCCC2
7.3,N#Cc1c(N)nc2[nH]c(=O)[nH]c(=O)c2c1C#N
